Assay outcomes: PubChem, National Center for Advancing Translational Sciences (NCATS)
JMJD2A Tudor inh – inhibitors of human JMJD2A Tudor domain. 4.4% of 390,000 active. Potency, µM (top dose mostly 114 µM), inactives show at the top dose activity change, negative = inhibition, actives largely listed as inhibitors. AlphaScreen JMJD2A-Tudor / H3K4me3 peptide binding; further: potency means the concentration at half of the fitted maximal effect; on the % scale 0 is the no-effect control and ±100 the full control effect; nearly all actives have a fitted effect of over 50% in size
G9a inh – blocks human histone lysine methyltransferase G9a | Q96KQ7 | G9a H3K9 monomethylation, AlphaScreen, 2 h | Potency, µM (series often up to 102 µM), for inactives: top-dose activity, negative = inhibition, most hits filed as inhibitors | 8.8% of 350,000 active | AID 504332; further: potency means the concentration at half of the fitted maximal effect; on the % scale 0 is the no-effect control and ±100 the full control effect; nearly all actives have a fitted effect of over 75% in size
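Readings reflect AlphaScreen signal from monomethyl-H3K9 antibody detection. HMT at 20 nM; substrate b-H3K9 500 nM; cofactor SAM 20 uM; 2 h RT reaction; compounds tested as titrations in qHTS with 15 min preincubation.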
HP1b binding inh – inhibitors of HP1-beta chromodomain binding to methylated histone tails; AID 540317; Potency, µM (highest dose often 114 µM), for the others: at the highest dose activity change, negative = inhibition, hits mostly inhibitors; AlphaScreen HP1-beta / biotin-H3K9me3 peptide binding; P83916; 0.56% of 390,000 active; further: potency means the concentration at half of the fitted maximal effect; nearly all actives have a fitted effect of over 70% in size; inactives centre near 23
Target sequence (P83916 whole entry, looked up): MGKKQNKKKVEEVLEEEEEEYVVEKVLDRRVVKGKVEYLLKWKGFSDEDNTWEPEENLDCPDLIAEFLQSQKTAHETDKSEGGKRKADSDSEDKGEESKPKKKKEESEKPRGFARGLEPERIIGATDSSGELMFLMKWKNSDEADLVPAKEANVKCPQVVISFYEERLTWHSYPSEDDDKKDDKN
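HP1-beta protein (50 nM final) preincubated 30 min at room temperature with biotinylated H3(1-18)K9me3 peptide (50 nM) in PBS pH 7.4, 0.01% Tween-20, then compound added for 30 min. AlphaScreen streptavidin donor/nickel chelate acceptor beads (10 ug/mL final), 30 min dark, luminescence read.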
PGK inhibitor – blocks T. brucei phosphoglycerate kinase; P07378; PGK/GAPDH coupled, Kinase-Glo luminescence, 60 min; Potency, µM (series often up to 57.5 µM), for the others: at the top dose activity change, negative = inhibition, actives largely listed as inhibitors; 0.043% of 380,000 active; further: potency means the concentration at half of the fitted maximal effect; on the % scale 0 is the no-effect control and ±100 the full control effect; nearly all actives have a fitted effect of over 60% in size
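Recombinant glycosomal PGK reaction used 1,3-bisphosphoglycerate generated in-well by GAPDH (100nM final) in 100mM TEA pH 7.6, 5mM MgCl2, 0.01% Tween-20. After 60 minutes at room temperature, ATP was read by Kinase-Glo Plus luminescence end-point.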
Pin1 inhibitor – human Pin1 inhibition; Potency, µM (top dose mostly 115 µM), for inactives: at the top dose activity, negative = inhibition, most hits filed as inhibitors; Q13526; AID 504891; Pin1 FP peptide displacement, HiFluor488, 10 min; 0.009% of 390,000 active; active means well fitted inhibition curve with a large enough effect in the polarisation, with a control signal flat, not every such curve was filed as active; inconclusive means small, poorly fitted or top-dose-only effect, or effect the other way, or a change in a side signal; inactive means no such curve, though single readings can be large or run the other way; the % refers to the polarisation; further: potency means the concentration at half of the fitted maximal effect; on the % scale 0 is the no-effect control and ±100 the full control effect
Target sequence (Q13526 whole entry, looked up): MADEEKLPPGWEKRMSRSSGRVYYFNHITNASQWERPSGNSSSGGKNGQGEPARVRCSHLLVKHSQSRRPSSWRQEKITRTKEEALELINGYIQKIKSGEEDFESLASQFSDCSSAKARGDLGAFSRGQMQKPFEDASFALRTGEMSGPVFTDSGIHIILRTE
PI4K2A block – inhibitors of human PI4K2A. activity change, negative = inhibition, % at 76.9 µM. purified PI4K2A, ADP-Glo luminescence, 1 h; hits give low values. Q9BTU6. 0.13% of 420,000 active; in the data active means activity change below about -50%; inconclusive means mostly about -30% to -49%;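 further: -100% = wells without enzyme as full effect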
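PI4K2A activity was measured by ADP-Glo luminescence: enzyme (4 ug/mL stock) and phosphatidylinositol (1.2 mM stock) in Tris pH 7.5/MgCl2/EGTA/Triton X-100 buffer were reacted with ATP (300 microM stock) for one hour at ambient temperature.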
BAZ2B inh – blocks human BAZ2B; Q9UIF8; AlphaScreen BAZ2B-H3K14Ac peptide displacement; Potency, µM (doses to about 114 µM), inactives show at the highest dose activity change, negative = inhibition, usual class: inhibitors; 4.4% of 360,000 active; further: potency means the concentration at half of the fitted maximal effect; on the % scale 0 is the no-effect control and ±100 the full control effect; nearly all actives have a fitted effect of over 60% in size
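Multi-concentration screen (max 110 uM) measuring displacement of acetylated histone H3 peptide from BAZ2B by AlphaScreen, using 50 nM protein, 50 nM peptide and 10 ug/mL streptavidin donor plus Ni-chelate acceptor beads.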
Pol eta inh – DNA polymerase eta (human) inhibition. Q9Y253. 1.2% of 390,000 active. AID 588591. recombinant Pol eta, fluorescent DNA replication assay. Potency, µM (doses to about 114 µM), without a hit: top-dose activity change, negative = inhibition, most hits filed as inhibitors; further: potency means the concentration at half of the fitted maximal effect; on the % scale 0 is the no-effect control and ±100 the full control effect
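Fluorescent replication assay: 50 nM final substrate added after a 15 min room-temperature compound preincubation with 10 nM enzyme. Signal taken at 0 min and again at 10 min.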
GLS inh – blocks human kidney-isoform glutaminase activity; O94925; 0.21% of 410,000 active; AID 624170; GLS enzymatic activity, qHTS titration; Potency, µM (top dose mostly 45.5 µM), inactives show at the top dose activity change, negative = inhibition, most hits filed as inhibitors; further: potency means the concentration at half of the fitted maximal effect; on the % scale 0 is the no-effect control and ±100 the full control effect
Target sequence (O94925 whole entry, looked up, canonical isoform): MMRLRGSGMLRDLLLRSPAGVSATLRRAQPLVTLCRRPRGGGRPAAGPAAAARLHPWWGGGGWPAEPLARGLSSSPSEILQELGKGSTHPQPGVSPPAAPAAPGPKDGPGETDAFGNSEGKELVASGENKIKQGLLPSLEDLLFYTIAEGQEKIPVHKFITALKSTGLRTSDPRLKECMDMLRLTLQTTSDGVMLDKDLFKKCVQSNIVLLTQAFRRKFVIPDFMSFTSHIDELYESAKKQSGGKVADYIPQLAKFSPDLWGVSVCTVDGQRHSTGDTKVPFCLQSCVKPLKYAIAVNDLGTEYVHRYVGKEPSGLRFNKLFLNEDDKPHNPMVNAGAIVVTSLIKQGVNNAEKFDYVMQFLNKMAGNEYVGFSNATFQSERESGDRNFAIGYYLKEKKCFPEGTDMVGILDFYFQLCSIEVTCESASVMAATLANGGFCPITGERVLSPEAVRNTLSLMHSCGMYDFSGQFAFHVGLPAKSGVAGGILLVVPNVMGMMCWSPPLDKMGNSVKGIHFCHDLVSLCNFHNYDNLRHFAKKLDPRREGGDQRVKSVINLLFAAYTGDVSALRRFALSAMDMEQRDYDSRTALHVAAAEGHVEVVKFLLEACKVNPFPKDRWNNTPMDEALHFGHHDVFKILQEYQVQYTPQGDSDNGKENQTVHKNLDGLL
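Read-out is an Amplex red fluorescence increase coupled through glutamate oxidase and HRP, measured before and after 30 min room-temperature incubation. hKGA is in 45 mM KH2PO4 (pH 8.2) with 0.02% Tween-20; glutamine added as 1mM solution.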
An asterisk follows results filed as active; i = inactive; ? = inconclusive; nt = no result given; [ ] = remark or other dose. Unless noted, the call rests on the fitted dose curve; in most records, active means well fitted curve in the direction sought with a large enough effect; inconclusive means small, poorly fitted or top-dose-only effect, or another doubt; inactive means no such curve, though single readings can be large; an effect the other way counts as inactive or inconclusive.

No.	Molecule	JMJD2A Tudor inh	G9a inh	HP1b binding inh	PGK inhibitor	Pin1 inhibitor	PI4K2A block	BAZ2B inh	Pol eta inh	GLS inh
1	COc1ccc(CNc2nc(-c3cccnc3)nn2C(=O)c2ccco2)cc1	-11%	-25%[59 µM]	65%[activator]	-7%	-3%	3	-17%	-7%	10%
2	O=C(CSCc1c(Cl)cccc1Cl)Nc1ccccc1-c1ccccc1	67%[activator]	86%[activator][59 µM]	100%[activator]	2%	-6%	0	18%	-20%	?
3	Cc1cc(NC(=O)COC(=O)C2CCN(S(=O)(=O)c3ccccc3)CC2)c([N+](=O)[O-])cc1C	?	-16%	-14%	-5%	-5%	-1	-30%	-3%	0%
4	O=S1(=O)CCO[C@H]2Cc3ccccc3[C@H]2N1Cc1cccc(Cl)c1	2%	6%	61%[activator]	i	-1%	-1	-2%	-18%	0%
5	O=C(c1ccco1)N1CCN(C(=O)C2CCN(S(=O)(=O)c3cccs3)CC2)CC1	-9%	-1%	8%	i	1%	-2	-1%	0%	-3%
6	Cc1c(C(=O)NCc2cccnc2)oc2ccc(S(=O)(=O)N3CC(C)CC(C)C3)cc12 (centres undefined)	-11%	?	31%	-7%	-4%	0	5%	5%	0%
7	CCC(C)/C(C)=N/NC(=O)c1ccccc1OCCOc1ccccc1 (centres undefined)	-8%	11%	22%	9%	-1%	-1	0%	-7%	3%
8	CC(=O)Nc1cc(C(=O)NCc2ccc(C)cc2)ccc1S(=O)(=O)c1ccc(Cl)cc1	-18%	-24%[59 µM]	-11%	2%	4%	-9	0%	-2%	4%
9	CC1=Cc2ccccc2C(C#N)N1C(=O)c1ccccc1 (centres undefined)	-14%	-2%[59 µM]	32%	-3%	-1%	-3	19%	-8%	0%
10	O=C(c1cn(-c2ccccc2)nc1-c1ccccc1)N1CCOCC1	-18%[57.1 µM]	-17%[59 µM]	53%[activator]	-4%	1%	-2	-2%	-9%	1%
11	COc1ccc(C(=O)Nc2ccc(NC(=O)c3cccc(OC)c3)cn2)cc1	-5%	-2%	50%[activator]	-3%	-6%	5	-4%	-3%	-5%
12	COc1ccc(C(CC(=O)O)n2cnnn2)cc1 (centres undefined)	-5%	-1%	38%	0%	5%	3	0%	3%	8%
13	CC(Oc1ccc(C#N)cc1)C(=O)c1ccc(F)c(F)c1 (centres undefined)	-3%	13%	58%[activator]	0%	4%	4	6%	-16%	-10%
14	Cn1c(=O)[nH]c(=O)c2c1nc(SCCC(=O)O)n2Cc1cccc(Br)c1	-20%	35µM*	66%[activator]	i	0%	-4	-13%	-5%	-18%
15	CC1CN(C/C(=N\O)C23CC4CC(CC(C4)C2)C3)CC(C)O1 (centres undefined)	-12%	9%[0.501 µM]	-3%	0%	-3%	3	-4%	-7%	4%

Whole records from above:
Listed for CC(=O)Nc1cc(C(=O)NCc2ccc(C)cc2)ccc1S(=O)(=O)c1ccc(Cl)cc1 : JMJD2A Tudor inh = -18%; G9a inh = -24%[59 µM]; HP1b binding inh = -11%; PGK inhibitor = 2%; Pin1 inhibitor = 4%; PI4K2A block = -9; BAZ2B inh = 0%; Pol eta inh = -2%; GLS inh = 4%
Listed for COc1ccc(C(CC(=O)O)n2cnnn2)cc1 (centres undefined) : JMJD2A Tudor inh = -5%; G9a inh = -1%; HP1b binding inh = 38%; PGK inhibitor = 0%; Pin1 inhibitor = 5%; PI4K2A block = 3; BAZ2B inh = 0%; Pol eta inh = 3%; GLS inh = 8%

(more compounds)
No.	Molecule	JMJD2A Tudor inh	G9a inh	HP1b binding inh	PGK inhibitor	Pin1 inhibitor	PI4K2A block	BAZ2B inh	Pol eta inh	GLS inh
16	CC1(C)C/C(=N\O)C(C(O)c2cccc([N+](=O)[O-])c2)C(C)(C)N1 (centres undefined)	2%	nt	30%	-7%	-6%	1	-1%	11%	9%
17	COc1ccc(N2CSC3=C(C#N)C(c4ccc(OC)c(OC)c4)CC(=O)N3C2)c(OC)c1 (centres undefined)	20µM*	2.5µM*	?	-5%	36%[activator]	-4	?	-13%	-8%
18	Cc1ccc(NC2=NCC(Cc3ccc(Br)cc3)S2)cc1 (centres undefined)	5%	17%	34%[activator]	-8%	0%	-1	-3%	-27%	-2%
19	O=C(O)c1ccc2c(c1)C(=O)N([C@H](Cc1ccccc1)C(=O)O)C2=O	-28%	4%[12.7 µM]	nt	nt	0%	nt	79µM*	nt	nt
20	Cn1cc(-c2cc3n(n2)CCC(=O)N3CCCC(=O)Nc2ccccc2Cl)c2ccccc21	-24%	-10%[59 µM]	8%[57 µM]	-1%	-9%	5	-9%	-2%	-7%
21	Cc1ccc(C(=O)Nc2nc(-c3ccccn3)cs2)cc1S(=O)(=O)N1CCOCC1	-96%	?	-30%	-5%	1%	2	25µM*	?	-23%
22	CC1C(=O)Nc2ccccc2N1C(=O)c1ccc(Cl)c(Cl)c1 (centres undefined)	-11%	-12%[2.33 µM]	-1%	0%	-1%	-3	6%	-14%	-6%
23	O=C(/C=C/c1cccc([N+](=O)[O-])c1)N1CCN(c2ccc(F)cc2)CC1	-20%	?	8%	-11%	0%	-5	-21%	-11%	17%
24	CC(C)(C)n1nnnc1C(c1cccnc1)N1CCOCC1 (centres undefined)	-16%	-3%	45%[activator]	-13%	5%	1	-12%	-14%	3%
25	O=C(Cc1ccc(Cl)cc1)NCCCn1ccnc1	-19%	-16%[59 µM]	21%	-1%	-2%	7	-5%	-13%	1%
26	CCOC(=O)N1CCC(NC(=O)c2ccc3c(c2)N(C)CCS3)CC1	?	?	13%	i	1%	9	-5%	-9%	14%
27	CN(CC(=O)N1CC(=O)N(CCc2ccccc2)C(=O)C1)S(=O)(=O)c1cccc2nsnc12	-1%	7%[59 µM]	21%	1%	-1%	-5	-36%	-13%	-2%
28	COc1cccc(C(=O)NC2CC(C)(C)NC(C)(C)C2)c1OC	-10%	22%	21%	-5%	0%	8	-33%	-8%	?
29	CCOC(=O)c1c(C)n(-c2ccccc2)c2ccc(OC(=O)c3cccc(Cl)c3)cc12	1%	-27%[59 µM]	53%[activator]	?	-1%	-1	3%	-18%	5%
30	O=C(NCc1ccco1)c1cccc(NS(=O)(=O)c2ccccc2F)c1	-15%	?	15%	13%	-21%	-1	-34%	-4%	2%

Entries from the list above containing a Cl atom, in the order listed:
No.	Molecule	JMJD2A Tudor inh	G9a inh	HP1b binding inh	PGK inhibitor	Pin1 inhibitor	PI4K2A block	BAZ2B inh	Pol eta inh	GLS inh
2	O=C(CSCc1c(Cl)cccc1Cl)Nc1ccccc1-c1ccccc1	67%[activator]	86%[activator][59 µM]	100%[activator]	2%	-6%	0	18%	-20%	?
4	O=S1(=O)CCO[C@H]2Cc3ccccc3[C@H]2N1Cc1cccc(Cl)c1	2%	6%	61%[activator]	i	-1%	-1	-2%	-18%	0%
8	CC(=O)Nc1cc(C(=O)NCc2ccc(C)cc2)ccc1S(=O)(=O)c1ccc(Cl)cc1	-18%	-24%[59 µM]	-11%	2%	4%	-9	0%	-2%	4%
20	Cn1cc(-c2cc3n(n2)CCC(=O)N3CCCC(=O)Nc2ccccc2Cl)c2ccccc21	-24%	-10%[59 µM]	8%[57 µM]	-1%	-9%	5	-9%	-2%	-7%
22	CC1C(=O)Nc2ccccc2N1C(=O)c1ccc(Cl)c(Cl)c1 (centres undefined)	-11%	-12%[2.33 µM]	-1%	0%	-1%	-3	6%	-14%	-6%
25	O=C(Cc1ccc(Cl)cc1)NCCCn1ccnc1	-19%	-16%[59 µM]	21%	-1%	-2%	7	-5%	-13%	1%
29	CCOC(=O)c1c(C)n(-c2ccccc2)c2ccc(OC(=O)c3cccc(Cl)c3)cc12	1%	-27%[59 µM]	53%[activator]	?	-1%	-1	3%	-18%	5%

Carrying on:
No.	Molecule	JMJD2A Tudor inh	G9a inh	HP1b binding inh	PGK inhibitor	Pin1 inhibitor	PI4K2A block	BAZ2B inh	Pol eta inh	GLS inh
31	O=C(COC(=O)Cn1cnc2ccccc21)Nc1ccc2c(c1)C(=O)c1ccccc1C2=O	-11%	?	29%	nt	2%	-1	-12%	?	-2%
32	FC(F)(F)c1cccc(N2CCN(C(=S)NC3CCCC3)CC2)c1	-15%	45%[59 µM]	38%	-10%	-2%	-11	6%	-5%	6%
33	CC1(C)Cc2c(sc(NC(=O)C(=O)N3CCCC3)c2C(N)=O)CO1	-34%	50µM*	25%	-6%	-1%	1	-34%	-18%	13%
34	COC(=O)C1=C(C)N(Cc2ccccc2)C(=NCC(C)C)N[C@H]1c1cccc(C(F)(F)F)c1	35µM*	nt	13%	-7%	-1%	-4	nt	-9%	-1%
35	COc1ccc(S(=O)(=O)N2CCCN(S(=O)(=O)c3ccc(OC)c(C)c3)CC2)cc1C	-12%	21%[59 µM]	14%	-5%	15%	-1	14%	-13%	0%
36	Cc1cc(N2CCOCC2)ccc1/C=C1\SC(=O)N(C(C)C)C1=O	-12%	36%[12.7 µM]	18%	-4%	?	-4	-10%	-15%	24%
37	COc1ccc(-c2noc(-c3cccnc3)n2)cc1OC	-10%	-29%	3%	-5%	1%	3	-25%	-1%	9%
38	COc1cc(C)ccc1Oc1ccc([N+](=O)[O-])cc1	15%	nt	72%[activator]	i	-7%	2	nt	-20%	1%

These rows are one share of the data. The share of hits here may be higher or lower than overall.
